# M1AAP inhibition: P. falciparum M1AAP inhibitors, biochemical, fluorogenic H-Leu-NHMec substrate, 1536-well (AID 1445); Aminopeptidase N (Plasmodium falciparum (isolate 3D7)); recombinant M1AAP, H-Leu-NHMec fluorogenic kinetic assay; higher % means a stronger effect; inhibition, % at 30 µM, or IC50 in µM where a hit was titrated; 0.42% of 220,000 active;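 active means primary inhibition above the hit cutoff, then over 50% inhibition at one or more dose response concentrations, cut at about 23% in these data, passing the limit was not always enough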;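 further: plate controls were DMSO full reaction for no effect and no enzyme background for full effect; strong numbers were not always called active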
# WT yeast gro inh: growth inhibition of WT strain, primary screen, mitochondrial fusion inhibitor project, WT and mutant strains, chemical genetic; mitochondrial fusion phenotypic screen; inhibition, % at 10 µM; 2.1% of 190,000 active; AID 1362, 2008; in the data active means inhibition above about 58%; tested in S. cerevisiae
# Yfh1-depleted yeast: enhancers of respiration in Yfh1-depleted yeast, dose response, Friedreich's ataxia, plus single-dose screen (AID 1465) | S. cerevisiae Yfh1-off respiration, WST-1 reduction, 72 h; higher fold induction means a stronger effect | fold induction at 50 µM, or EC50 in µM where a hit was titrated | 0.074% of 220,000 active;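 active means fold induction of absorbance versus untreated yeast above a set limit, then at least 30% activation at any dose in follow-up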;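 further: activators that raise dye reduction in frataxin-depleted yeast; strong numbers were not always called active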
# Autophagy mod: autophagy modulators in MEF cells, primary screen, imaging, high-content, MEF GFP-LC3 | 0.98% of 190,000 active | MEF GFP-LC3 puncta imaging; test concentration mostly 10 µM | calls only at 10 µM (by protocol);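 active means percentage of spot-positive cells more than 3 SD above its plate mean, without a fluorescence outlier flag or 80% toxicity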;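 further: spot-positive cell cutoff set from DMSO-treated cells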
# Dynein cargo inh: inhibitors of GR-EGFP nuclear translocation, primary screen, dynein cargo transport inhibitor project, imaging, high-content, 3617.4 mouse cells; test concentration mostly 20 µM; stimulated with dexamethasone, 1 µM; hits give low values; z-score, hits read low; AID 1381, 2008; 0.47% of 220,000 active;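 active means plate z-score of nuclear minus cytoplasmic receptor signal below a set negative limit, without overly bright fluorescence or cell loss, cut at about -3.5 in these data, passing the limit was not always enough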;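 further: z-score of nuclear minus cytoplasmic ring GR-EGFP intensity difference per well; some compounds called inactive have numbers as strong as hits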
#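 Medium: Induction medium lacking tetracycline, stripped serum | Probe or stimulus: 1.0 µM final dexamethasone stimulus | Schedule: 48 h induction, then 1 h compound, then 30 min agonist, 37 °C | Signal: Automated 10x imaging of fixed Hoechst-stained cells | Evaluation: Per-cell GR-EGFP intensity, nucleus versus surrounding cytoplasmic ring, well-averaged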
# T cell HTS: modulators of CD8 T cell-vesicle binding, primary screen, mouse 2C CD8+ T cells, flow cytometry; 2C CD8+ T cell-vesicle binding; hits give low values; calls only at 7 µM; 0.068% of 330,000 active;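 active means response, share of CD8 T cells binding vesicles, and their 90th percentile fluorescence all below set limits, cut at about 80% in these data, passing the limit was not always enough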
#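 incubation = binding step 1.5 h, 37 °C, antibody labelling 20 min, ice | test system = 2C mouse CD8+ T cells | read-out basis = percent CD8+ FL2 mean versus row control | controls = Peptide-free naked vesicles (low) and QL9 vesicles with 0.7% DMSO vehicle (high) | detection = flow cytometry of vesicle-bound cells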
# b-catenin transl: modulators of beta-catenin nuclear translocation, primary screen, imaging, HeLa cells, immunofluorescence, high-content. nuclear translocation activity, % at 5 µM. 0.3% of 190,000 active;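 active means nuclear translocation activity above 50% at 5 µM, with a well cell count of 50 or more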;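 further: per-cell ratio of nuclear to cytoplasmic median beta-catenin stain intensity; plate controls were DMSO negative control for no effect and GSK-3 inhibitor IX positive control for full effect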
#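 Test system: HeLa cells, endogenous beta-catenin; Compound: single 5 µM dose plus 0.02–20 µM confirmation series; Times: compound exposure 24 h at 37°C; Signal: fluorescence imaging of beta-catenin antibody stain plus DAPI; Read-out: % activation, nuclear-to-cytoplasmic median beta-catenin signal ratio per cell.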
# M17LAP inhibition: P. falciparum M17LAP inhibitors, primary screen, biochemical, fluorogenic H-Leu-NHMec substrate, 1536-well (AID 1619); recombinant M17LAP, H-Leu-NHMec fluorogenic kinetic assay; higher % means a stronger effect; one-dose inhibition, % at 30 µM; IC50 in µM for titrated hits; Leucine aminopeptidase (Plasmodium falciparum (isolate 3D7)); 0.38% of 220,000 active;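 active means compound inhibiting the enzyme by more than half at any dose during confirmatory dose-response retesting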;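 further: plate controls were full reaction with DMSO carrier for no effect and no enzyme background for full effect; strong numbers were not always called active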
# MT stabilize HCS: microtubule stabilizers in HeLa cells, primary screen, imaging, high-content imaging; 0.83% of 200,000 active; % tubulin-high responders, % at 10 µM; HeLa tubulin immunostaining HCS, 24 h; share of cells brighter than vehicle mean+2SD;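 active means plate Z-score above 3 for both tubulin-high and condensed-nucleus cell shares, with cell loss under 80%, at 10 µM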;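 further: anti alpha tubulin signal scored within the nucleus-defined area of each cell; some results filed as inactive read as strong as hits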
# WT yeast gro inh mutant strain: also measured in WT yeast gro inh; calls as there; inhibition, %; mitochondrial fusion phenotypic screen, mutant strain inhibition
# Dynein cargo inh cytoplasmic EGFP: recorded beside Dynein cargo inh, whose call it bears; z-score; measured here: cytoplasmic GR-EGFP intensity; hits give high values
# Dynein cargo inh nuclear GR-EGFP: further read-out of Dynein cargo inh, marked with its call; z-score; measured here: nuclear GR-EGFP intensity;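 lower value marks the stronger effect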
# Dynein cargo inh cell count: second read-out of Dynein cargo inh, no call of its own (marks repeat the call); z-score; measured here: cell count per field
# b-catenin transl cell count 5 µM: further read-out of b-catenin transl, marked with its call; cell count; measured here: cell count, cytotoxicity flag
# T cell HTS vesicle-bound %: further read-out of T cell HTS, marked with its call; double positive events, %; measured here: CD8+ vesicle-bound cell fraction;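 binding gate set so that unloaded-vesicle control wells show 10% double positive cells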
# MT stabilize HCS Hoechst-high %: further read-out of MT stabilize HCS, marked with its call; % Hoechst-high responders; measured here: nuclear condensation Hoechst responders;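 share of cells brighter than vehicle mean plus two SD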
# MT stabilize HCS cytotoxicity %: also measured in MT stabilize HCS; calls as there; toxicity, %; measured here: cytotoxicity by cell density;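 0% = mean cell density of plate MIN control wells and 100% = no cells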
# Autophagy mod cell loss 18 h: also measured in Autophagy mod; calls as there; toxicity, %; measured here: cell loss, nuclei count;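 cell loss after 18 h compound exposure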
# * = called active by the depositor; i = inactive; . = not tested or not shown; + = active, no number.
SMILES	M1AAP inhibition	WT yeast gro inh	WT yeast gro inh mutant strain	Yfh1-depleted yeast	Autophagy mod	Autophagy mod cell loss 18 h	Dynein cargo inh	Dynein cargo inh cytoplasmic EGFP	Dynein cargo inh nuclear GR-EGFP	Dynein cargo inh cell count	T cell HTS	T cell HTS vesicle-bound %	b-catenin transl	b-catenin transl cell count 5 µM	M17LAP inhibition	MT stabilize HCS	MT stabilize HCS Hoechst-high %	MT stabilize HCS cytotoxicity %
COc1ccc(Nc2n[nH]c(C)c2[N+](=O)[O-])cc1	9%	-8	-2	i	i	2	0.026	-0.33	-0.22	0.17	i	57	-0.5	1482	-7%	4.8	2.9	8.0
NC(=O)C1CCCN(C(=O)NC2CCCCC2)C1 (stereo unspecified)	-1%	1	-5	i	i	0	0.27	-0.24	0.2	-0.33	i	40	.	.	-2%	1.1	0.2	6.8
Cc1ccccc1C(=O)NC(=S)Nc1ccc(S(=O)(=O)N2CCN(C)CC2)cc1	15%	10	12	i	i	-5	-0.34	-0.27	-0.1	1.3	i	46	-5.1	1066	1%	2.8	1.6	6.0
COc1ccccc1CCNC(=O)c1csc2c1CCCC2	4%	13	15	i	i	-2	0.7	-0.22	1.1	-1.4	i	34	-6.7	1042	4%	2.2	2.1	11
CCOC(=O)c1ccc(NC(=O)CCSCCc2ccccn2)cc1	10%	-8	0	i	i	2	-0.31	-0.29	-0.018	-0.11	i	56	-1.2	1151	7%	2.9	2.0	6.1
Cc1nn(-c2ccccc2)c(C)c1/C=N/NC(=O)c1cc(-c2cccc3ccccc23)n[nH]1	-8%	36	-1	i	i	13	0.2	-0.061	0.27	-1	i	49	-0.3	1086	-14%	21	1.8	70
CNC(=O)N(c1ccccc1)c1ccccc1	1%	-7	-5	i	i	-1	-0.17	0.33	-0.19	0.21	i	15	-0.1	1523	-1%	1.7	1.7	4.8
CCC(=O)Nc1ccc2nc(C3CC3)n(Cc3ccc(C(C)(C)C)cc3)c(=O)c2c1	3%	.	.	i	.	.	1	-0.72	0.52	-1.1	i	29	0.1	1283	-1%	.	.	.
CCOC(=O)Nc1ccc(S(=O)(=O)N2CCC(C)CC2)cc1	3%	-5	-15	i	i	18	-0.46	-0.3	-0.13	0.36	i	48	3.4	970	-1%	18*	7.7*	17*
CN1C(C(=O)NCc2cccc(C(F)(F)F)c2)CC2Cn3c(nc4cc(Cl)c(Cl)cc43)C21 (stereo unspecified)	17%	.	.	i	.	.	0.7	-0.72	0.49	-0.91	i	4	-1.9	1376	6%	.	.	.
O=C(Nc1nc(-c2ccccc2)cs1)C1CCCN(S(=O)(=O)c2cccc([N+](=O)[O-])c2)C1 (stereo unspecified)	5%	-2	10	i	i	3	-0.47	-0.26	-0.063	0.54	i	18	-1.2	1220	3%	2.3	1.6	7.8
CCCN1C(=O)/C(=C/c2ccc(C)o2)SC1=Nc1ccc(OCC)cc1	3%	-1	5	i	i	-1	-1.1	0.13	-0.33	-0.16	i	12	1.9	1112	4%	3.0	1.7	6.7
O=C(O)C1CCCCC1C(=O)Nc1ccc(F)c(F)c1 (stereo unspecified)	1%	1	4	i	i	-5	0.47	-0.25	0.25	0.18	i	36	1.1	488	38µM*	1.4	1.6	2.7
CCCOc1ccc(C2c3c(oc4ccccc4c3=O)C(=O)N2CCCN2CCOCC2)cc1 (stereo unspecified)	4%	2	7	i	i	1	-3.5	0.39	-1.8	0.45	i	36	.	.	3%	4.7	3.2	5.6
Cn1ncc2c(Sc3ccc(Cl)cc3)ncnc21	0%	.	.	i	.	.	0.76	-0.22	0.38	-0.55	i	51	3.9	1109	-6%	.	.	.
COc1ccc(OC)c(NC(=O)CN(c2ccc(OC)c(Cl)c2)S(C)(=O)=O)c1	9%	-9	7	i	i	2	-0.27	-0.3	0.45	0.28	i	5	-1.9	983	2%	3.5	1.6	6.0
Cc1ccc([N+](=O)[O-])cc1NC(=O)C(C)N1CCCCC1 (stereo unspecified)	0%	-13	-1	i	i	7	-0.066	-0.3	-0.19	-0.072	i	4	0.1	1149	0%	2.1	1.2	3.1
Cc1cccc(CCNC(=O)c2cc(=O)[nH]c3ccc(Br)cc23)c1	9%	-17	5	i	i	7	-0.63	-0.16	-0.27	-0.34	i	32	2.6	1083	2%	8.2	2.4	11
COc1ccc(Nc2ncccc2C(=O)Nc2ccccc2)cc1	-2%	23	2	i	+	-1.9*	0.2	-0.39	0.45	-0.23	i	34	2.4	795	5%	4.0	2.1	11
Cc1cccc(NC(=O)N(Cc2nc3ccccc3c(=O)[nH]2)C2CCCC2)c1	7%	78*	7.1*	i	i	-51	1.4	0.32	0.69	-0.63	i	38	-0.2	1365	-10%	2.6	1.8	16
CC(=O)NC(CCS(C)(=O)=O)C(=O)Nc1ccccc1C (stereo unspecified)	-3%	-6	7	i	i	1	-0.13	-0.19	0.27	0.36	i	33	0.0	1062	-3%	2.4	2.0	9.1
OC(CNCCCCNCC(O)C(F)(F)F)C(F)(F)F (stereo unspecified)	13%	4	1	i	i	14	-0.028	-0.28	0.023	0.59	i	9	-2.5	1066	3%	1.4	1.9	9.3
Cc1csc2c(SCC(=O)NNS(=O)(=O)c3cccc(C(F)(F)F)c3)ncnc12	4%	.	.	i	.	.	-0.42	-0.26	0.2	0.29	i	47	-0.7	1331	-12%	.	.	.
COc1cc(O)cc(O)c1C(=O)/C=C/c1ccccc1	14%	9	3	i	i	-3	0.21	-0.21	0.28	0.092	i	30	8.3	824	-5%	5.7	3.1	8.3
O=C(N/N=C/c1ccc(F)cc1)c1c(O)c2ccccc2[nH]c1=O	1%	-1	-3	i	i	14	0.23	-0.25	0.31	0.056	i	47	-1.3	1116	2%	8.2	2.3	5.5
O=S(=O)(N/N=C/c1ccc2c(c1)OCCO2)c1ccc(Cl)cc1	-3%	-6	1	i	i	8	0.14	-0.18	-0.26	-0.65	i	46	-0.4	1401	11%	2.9	2.1	6.5
CCc1nnc(NC(=O)CSc2nnc3c(C)cc4c(C)ccc(C)c4n23)s1	3%	-4	-2	i	i	3	-0.99	-0.23	-0.51	0.5	i	49	63*	385*	-7%	20*	27*	80*
O=C(COc1cccc(NC(=O)c2ccco2)c1)c1ccc(F)cc1	1%	3	1	i	i	7	-0.35	-0.26	-0.31	0.66	i	22	0.2	1077	-3%	2.9	1.9	0.4
Cc1cc2cc(CNC(=O)c3ccc(S(=O)(=O)N(C)C)cc3)ccc2n1C	1%	4	-9	i	i	7	-0.14	0.021	-0.0019	0.12	i	56	1.5	998	-4%	3.5	3.9	9.1
O=C(O)C1C(c2ccccc2)C(C(=O)Oc2ccccc2)C1c1ccccc1 (stereo unspecified)	4%	7	9	i	i	2	-0.27	-0.15	-0.094	0.21	i	22	-1.2	970	8%	1.3	1.3	9.0
C(=C\c1ccccn1)/c1ccccn1	5%	.	.	i	.	.	0.84	-0.25	0.41	0.36	i	28	-1.5	1112	12%	.	.	.
Cc1ccc2c(c1)C(c1ccc(N3CCOCC3)cc1)=NNC(c1cccs1)=N2	-5%	31	21	i	i	10	-0.0019	-0.11	0.52	-0.9	i	24	-3.8	971	9%	6.2	1.1	5.3
O=C(O)c1cc(S(=O)(=O)N2CCCCC2)sc1Cl	3%	-9	-9	i	i	-5	-0.26	-0.26	-0.48	0.46	i	9	3.5	406	-8%	9.6	2.1	10
CCCCn1c(=O)c(C(=O)N/N=C/c2ccc(F)cc2)c(O)c2ccccc21	-4%	-4	7	i	i	4	0.11	-0.18	-0.061	-0.46	i	49	-0.5	1438	10%	1.8	3.1	6.6
COc1cc(/C=C(\NC(=O)c2ccccc2)C(=O)Nc2cccc(O)c2)c([N+](=O)[O-])cc1OC	12%	-10	21	i	i	44	-0.57	-0.2	-0.42	0.63	i	12	2.3	1375	10%	2.7	1.2	5.3
O=C(CN1C(=O)c2ccccc2C1=O)Nc1nnc(C2CCCO2)s1 (stereo unspecified)	6%	19	11	i	i	-17	-1.2	-0.17	-0.52	1	i	43	.	.	17%	2.2	2.3	6.1
